DSG3 Ab inh – inhibitors of pemphigus antibody binding to DSG3, primary screen, biochemical, bead-based, flow cytometry, scFv-GFP; binding (percent of control), % at 10 µM; DSG3-coupled beads, scFv-anti-DSG3-GFP binding; stronger effect = lower value; actives 0.48% (n = 310,000); AID 588358, 2011;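 active = binding more than 3 SD below its plate's average and above zero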;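 note: hits lower antibody fragment binding to DSG3; some compounds called inactive have numbers as strong as hits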
Target sequence (P32926 whole entry, looked up, the tested form may be a part): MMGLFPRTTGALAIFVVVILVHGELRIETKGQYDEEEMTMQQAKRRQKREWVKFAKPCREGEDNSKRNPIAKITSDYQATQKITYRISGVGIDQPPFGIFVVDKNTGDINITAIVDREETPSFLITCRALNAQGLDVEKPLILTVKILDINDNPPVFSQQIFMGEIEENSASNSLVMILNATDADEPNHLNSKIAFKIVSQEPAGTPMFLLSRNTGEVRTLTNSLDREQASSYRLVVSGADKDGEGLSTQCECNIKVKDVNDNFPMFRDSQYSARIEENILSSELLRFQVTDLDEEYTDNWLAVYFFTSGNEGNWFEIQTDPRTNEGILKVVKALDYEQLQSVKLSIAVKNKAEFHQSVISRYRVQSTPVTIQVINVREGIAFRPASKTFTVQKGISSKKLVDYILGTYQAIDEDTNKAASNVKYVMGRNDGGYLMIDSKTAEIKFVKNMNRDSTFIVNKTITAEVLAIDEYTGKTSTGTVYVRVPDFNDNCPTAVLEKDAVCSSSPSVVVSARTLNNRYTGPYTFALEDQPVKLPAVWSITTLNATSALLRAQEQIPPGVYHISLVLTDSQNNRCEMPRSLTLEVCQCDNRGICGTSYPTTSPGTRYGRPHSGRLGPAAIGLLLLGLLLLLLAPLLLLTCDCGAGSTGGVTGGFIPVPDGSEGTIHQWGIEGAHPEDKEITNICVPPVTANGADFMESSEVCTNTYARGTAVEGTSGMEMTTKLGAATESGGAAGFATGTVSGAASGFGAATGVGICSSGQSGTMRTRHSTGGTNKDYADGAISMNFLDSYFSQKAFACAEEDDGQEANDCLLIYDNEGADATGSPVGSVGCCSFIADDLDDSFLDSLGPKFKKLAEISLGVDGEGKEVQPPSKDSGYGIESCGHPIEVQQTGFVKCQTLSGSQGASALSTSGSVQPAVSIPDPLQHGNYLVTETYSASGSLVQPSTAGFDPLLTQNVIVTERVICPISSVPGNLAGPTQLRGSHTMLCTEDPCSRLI
E coli growth – E. coli V3065 growth inhibition, primary screen, counter-screen for AddAB inhibitor project, absorbance, OD600. 18 h. inhibition, % at 11.9 µM. actives 0.27% (n = 330,000);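 active = inhibition above the campaign's mean inhibition across all tested compounds plus 3 SD, cut at about 9.9% in these data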;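 note: uninfected addAB+ strain grown without phage in ampicillin broth; 0% = DMSO wells and 100% = ciprofloxacin 0.95 µg/ml wells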
phage Ecoli inh – growth loss of phage-infected E. coli, primary screen, RecBCD inhibitor project, absorbance, with phage, HTS; actives 0.26% (n = 360,000); inhibition, % at 11.9 µM; in the data active = inhibition above about 11%
SUMO Mot1 rescue – yeast Mot1-301 growth rescue at high temperature, primary screen, SUMOylation pathway inhibitor project, S. cerevisiae, ATP luminescence, 38.5C; S. cerevisiae Mot1-301 growth rescue; percent above DMSO median, 100 means doubled; growth rescue, % at 18.8 µM; actives 1% (n = 320,000); AID 2716, 2010;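 active = every valid replicate shows activation above 250% relative to neutral control wells; inactive = the rest, any valid replicate at or below 250%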;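 note: OY570 slx delta 5 strain wells were the positive control but not used for scaling; some compounds called inactive have numbers as strong as hits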
AddAB inh – growth inhibition of E. coli expressing H. pylori AddAB, primary screen, AddAB inhibitor project, absorbance; inhibition, % at 11.9 µM; actives 0.29% (n = 330,000); in the data active = inhibition above about 12%;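 note: 0% = vehicle wells of infected cells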
OPRM1-OPRD1 inv – inverse agonists of MOR-DOR heterodimerization, primary screen, cell-based, luminescence. Mu-type opioid receptor (Homo sapiens) + Delta-type opioid receptor (Homo sapiens), …. cell-based MOR-DOR heterodimer luminescence, inverse agonism. inhibition, % at 9.3 µM. actives 0.21% (n = 340,000). AID 504357, 2011; in the data active = inhibition above about 22%, passing the limit was not always enough;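 note: 0% = cells with DMSO and 100% = wells without cells with DMSO; values of inactives mirror those of a sister screen read the other way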
Arrestin-AP2 inh – inhibitors of beta-arrestin/AP2 binding, primary screen, biochemical, GPCR trafficking, flow cytometry | beta-arrestin 1 C-terminal peptide binding to AP2 beta2-adaptin appendage (human) | FITC-arrestin peptide / GST-AP2 beads; AP2 beta2 appendage carries R879A mutation | inhibition, % at 10 µM | actives 0.31% (n = 340,000) | AID 504490, 2011;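 active = inhibition above a set limit, near 3 SD of compounds lacking own fluorescence, cut at about 54% in these data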;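 note: plate controls were DMSO wells for no effect and 5 µM unlabelled arrestin peptide for full effect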
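system = GST-tagged AP2 beta2-adaptin appendage (R879A) on 4 µm glutathione beads | reagent = FITC-labelled arrestin peptide probe, 50 nM final | schedule = compound with beads 12 min RT, then probe 1 h RT | signal = HyperCyt-sampled flow cytometry, FL1 channel, ex 488/em 535 nm | read-out = percent response from loss of bead-bound FITC fluorescence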
Tat export inh – E. coli Tat export inhibitors, primary screen, MC4100, TorA-mCherry reporter, fluorescence, single point; inhibition, % at 10 µM; actives 0.036% (n = 340,000); AID 488895, 2010;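 active = mean replicate inhibition at least 50% and at least half of replicates individually reaching 50%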;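 note: exported cargo escapes ClpAP degradation while cytoplasmic cargo is degraded and loses fluorescence; 0% = median of neutral control wells and 100% = median of NaSCN control wells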
PfHsp90 yeast 2 – growth inhibition of PfHsp90-expressing yeast, primary screen, antimalarial PfHsp90 inhibitor project, S. cerevisiae, BacTiter-Glo luminescence, single point, set 2; inhibition, % at 9.4 µM; actives 0.32% (n = 310,000); BacTiter-Glo ATP, 48 h; yeast lacking PDR1 and PDR3 efflux regulators;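 active = every replicate shows inhibition above about 80%, whatever the replicate mean, limit read from the data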;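 note: 0% = DMSO neutral controls and 100% = 20 µM radicicol positive controls; yeast relying on Plasmodium falciparum Hsp90 in place of its own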
MOR-DOR ag – agonists of OPRM1-OPRD1 heterodimerization, primary screen, cell-based, luminescence | cells | activation, % at 9.3 µM | actives 0.3% (n = 340,000) | AID 504326, 2011; in the data active = activation above about 18%;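 note: 0% = vehicle-treated cells and 100% = reference agonist; values of inactives mirror those of a sister screen read the other way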
PKA-R1A act – activators of PKA-R1A holoenzyme, primary screen, biochemical, fluorescence polarization, Cy5-IP20, bovine R1A, mouse PKAc; actives 0.083% (n = 340,000); activation, % at 11.4 µM; PKA-R1A dissociation; scaled: DMSO 0%, 113 µM cGMP 100%; AID 504707, 2011;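 active = percent activation above the mean of all tested compounds plus 3 SD, cut at about 19% in these data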;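 note: higher means more PKAc released from R1A so a rise in polarization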
Numbers without * were called inactive; nt = not tested or not shown.

SMILES | DSG3 Ab inh | E coli growth | phage Ecoli inh | SUMO Mot1 rescue | AddAB inh | OPRM1-OPRD1 inv | Arrestin-AP2 inh | Tat export inh | PfHsp90 yeast 2 | MOR-DOR ag | PKA-R1A act
Cc1cccc(C(=O)N[C@H](C(=O)Nc2nnc(C3CC3)s2)C(C)C)c1 | 107 | -2.4 | 3.2 | -5 | 1.3 | 6 | 12 | 0 | 15 | -1.1 | -10
CCOC(CNC(=O)c1nnc(Cc2cc(OC)c(OC)c(OC)c2)o1)OCC | 100 | 0.4 | 3.8 | 73 | 3.2 | -8 | 3 | 0 | 22 | 1.4 | -9
O=C(c1ccc(F)cc1)N1CCC(C(=O)N2CCN(S(=O)(=O)c3cccc([N+](=O)[O-])c3)CC2)CC1 | 93 | 0.3 | 2.9 | -14 | -0.6 | -10 | 3 | -3 | nt | 1.5 | -9
Cc1nc(NC(CC(C)C)C(=O)O)c2nc(C)oc2n1 (stereo unspecified) | 98 | -0.2 | 0.6 | 159 | -2.0 | 0 | 14 | -8 | -11 | 0.0 | -4
CC(=O)c1c(C)c[nH]c1C | 101 | -0.1 | 1.6 | -12 | 3.1 | 14 | 13 | 4 | -1 | -3.0 | -6
O=C(O)c1ccc(COc2ccccc2Cl)cc1 | 103 | 1.8 | 2.5 | -10 | 1.4 | -23 | 2 | -1 | -17 | 4.4 | 15
CN(C)/N=C/c1ccc(OS(=O)(=O)c2ccccc2)cc1 | 98 | 0.4 | 2.0 | -4 | 0.2 | 12 | 6 | -2 | 28 | -2.2 | -6
Cc1cccc(NC(=O)Nc2ccc(Cl)c(Cl)c2)n1 | 114 | 2.2 | 1.8 | -23 | 5.7 | 8 | 0 | -4 | -9 | -1.5 | -8
COc1ccc(-n2cc(CNCCCn3ccnc3)c(-c3cccc(F)c3)n2)cc1 | 107 | -2.3 | 4.6 | 209 | -0.2 | -6 | -3 | 8 | 9 | 1.2 | 7
O=C(N[C@@H](CO)C(=O)NCc1ccccc1)c1ccc(C(F)(F)F)cc1 | 105 | -0.9 | 1.3 | 9 | 4.2 | 10 | -2 | 2 | nt | -1.9 | -7
Cc1cc(/C=C2\SC(N)=NC2=O)c(C)n1-c1ccccc1 | 98 | 1.2 | 3.0 | -15 | 1.9 | 13 | 14 | 1 | -11 | -2.7 | -1
CN1CCN(Cc2c(C(=O)N/N=C/c3cccc(Br)c3)nnn2-c2nonc2N)CC1 | 103 | 0.7 | 1.6 | -4 | 2.0 | -4 | 8 | -4 | -2 | 0.8 | -9

The closing 2 records of the part before are carried over, then new ones follow.
SMILES | DSG3 Ab inh | E coli growth | phage Ecoli inh | SUMO Mot1 rescue | AddAB inh | OPRM1-OPRD1 inv | Arrestin-AP2 inh | Tat export inh | PfHsp90 yeast 2 | MOR-DOR ag | PKA-R1A act
Cc1cc(/C=C2\SC(N)=NC2=O)c(C)n1-c1ccccc1 | 98 | 1.2 | 3.0 | -15 | 1.9 | 13 | 14 | 1 | -11 | -2.7 | -1
CN1CCN(Cc2c(C(=O)N/N=C/c3cccc(Br)c3)nnn2-c2nonc2N)CC1 | 103 | 0.7 | 1.6 | -4 | 2.0 | -4 | 8 | -4 | -2 | 0.8 | -9
CCN1CCN(CC(=O)c2cc(OC)c(OC)c(OC)c2)CC1 | 104 | 0.8 | 2.6 | -12 | 0.2 | 1 | -15 | 5 | -9 | -0.2 | -4
O=C(/C=C/Nc1ccccc1)c1ccc(Cl)cc1Cl | 101 | 1.2 | 2.4 | -1 | -2.2 | -2 | 4 | 8 | -8 | 0.4 | 8
CNc1oc(-c2ccco2)nc1C#N | 98 | 1.6 | 3.5 | -12 | 3.5 | 11 | -6 | -1 | 1 | -1.9 | -1
CCc1c(C(=O)N/N=C/c2sccc2C)nnn1-c1nonc1N | nt | -3.3 | 0.6 | -1 | 2.5 | -17 | -9 | 8 | -35 | 2.7 | -6
CC(C)(C)C(=O)N1CCN(c2ccc(NC(=O)c3ccc4c(c3)OCCO4)cc2)CC1 | nt | 0.1 | 2.1 | -14 | 3.2 | -14 | 20 | 4 | 16 | 1.8 | 1
O=C1CC(c2cc3c(cc2Br)OCO3)C2=C(CCCC2=O)N1 (stereo unspecified) | 98 | -0.6 | 0.9 | 11 | 1.2 | 12 | -3 | 2 | 10 | -2.5 | -1
CCCCOc1ccccc1N1CCN(CCCN2C(=O)C3CCCN3C2=O)CC1 (stereo unspecified) | 111 | -0.7 | -0.5 | 14 | 4.5 | 6 | -6 | -7 | -15 | -1.2 | -17
N#Cc1ccc(CSc2nnc(-c3c[nH]c4ccccc34)n2-c2ccccc2)cc1 | 110 | -3.7 | 0.9 | 2 | -2.7 | -8 | -6 | 5 | nt | 1.7 | 1
Cn1c(NC(=O)c2cccc(Cn3cc(Cl)cn3)c2)nc2ccccc21 | 85 | -4.0 | 0.6 | 13 | -2.7 | -7 | -8 | 0 | -8 | 1.2 | 5
CC1CCc2c(sc3nc(C(C)(C)C)nc(N4CCN(C(=O)CCl)CC4)c23)C1 (stereo unspecified) | 128 | 2.6 | -1.8 | 139 | 3.9 | -354 | -1 | 2 | 59 | 72* | -1
CC[C@H](C)[C@H](NC(N)=O)C(=O)NCCc1ccc(Cl)cc1 | 98 | 3.0 | 4.1 | -12 | 6.0 | 0 | 22 | -4 | 13 | 0.1 | -10
Cc1ccc(C(=O)N2NC(c3ccc(F)cc3)C3C(=O)N(c4ccc(C)c(C)c4)C(=O)C32)cc1 (stereo unspecified) | 103 | 0.2 | 2.6 | -5 | 3.0 | -1 | 2 | 2 | -1 | 0.3 | 0
COC(=O)C(Cc1csc2ccc(Cl)cc12)NC(=O)c1ccc(Cl)cc1 (stereo unspecified) | 113 | 1.2 | 1.5 | -9 | 2.1 | -11 | -3 | 2 | 4 | 2.1 | 1
Cn1cnnc1SC/C(O)=C(\C#N)c1nc2ccccc2[nH]1 | 86 | -0.4 | 2.2 | 6 | 2.2 | 7 | 21 | -9 | 17 | -1.1 | 1
CC(C(=O)Nc1ccccc1-c1ccccc1)N1CCCCC1 (stereo unspecified) | 108 | -0.1 | 2.7 | -1 | 1.2 | -35 | -12 | -2 | nt | 7.1 | -9
c1ccc(CNc2nc(CN3CCOCC3)nc3scc(-c4ccccc4)c23)cc1 | 107 | -2.6 | 1.6 | 9 | -3.7 | 8 | 3 | -3 | -15 | -1.6 | -2
COc1ccc(/C(O)=C2/C(=O)C(=O)N(CCN(C)C)C2c2ccc(F)cc2)cc1Cl (stereo unspecified) | 101 | -1.3 | 2.8 | -12 | 1.8 | 15 | 21 | -5 | 8 | -2.7 | 5
CCOC(=O)C1=C(CN2CCSCC2)NC(=O)NC1c1cc(C)ccc1C (stereo unspecified) | 102 | -1.7 | 2.5 | 61 | 2.5 | -6 | 5 | -4 | 18 | 1.0 | -8
O=C(NCC(=O)N1CCOCC1)c1ccc(Br)cc1 | 110 | 2.6 | 1.4 | 4 | 0.4 | 10 | -4 | 5 | 5 | -2.4 | -1
Cc1ccccc1NC(=O)Cc1nc(COC(=O)c2ccc(S(C)(=O)=O)c([N+](=O)[O-])c2)cs1 | 98 | -2.9 | nt | nt | 3.3 | 0 | 8 | -4 | -18 | -0.1 | -1
COc1ccc(CC(=O)NCC2CCCN(Cc3ccc(F)cc3F)C2)cc1 (stereo unspecified) | 95 | -6.0 | 3.9 | -12 | 1.5 | 15 | 10 | 0 | 3 | -3.1 | -1
CC(C)CN(CC(C)C)CC(O)CN(c1ccccc1)S(=O)(=O)c1ccccc1[N+](=O)[O-] (stereo unspecified) | 98 | 0.5 | 0.9 | -1 | 0.4 | -31 | -2 | 22 | -26 | 5.6 | -4
O=C(OCC(=O)N1CCN(c2ccc(F)cc2)CC1)c1cnc2ccccc2n1 | 98 | 1.9 | 2.9 | -12 | 1.2 | -1 | -27 | -2 | 10 | 0.1 | 1
CNC(=O)c1ccsc1NC(=O)CCS(=O)(=O)c1ccc(C)cc1 | 96 | -0.3 | 2.2 | -12 | -0.5 | 2 | 22 | 2 | -4 | -0.4 | -5
CCNC(=O)CN(C1CCCCC1)S(=O)(=O)c1ccc(F)cc1 | 101 | -1.3 | 5.1 | -10 | 3.1 | 16 | -2 | -7 | nt | -2.8 | -3
CC(C)=CC(=O)Nc1nnc(-c2ccc(F)cc2)s1 | 104 | 0.8 | 2.0 | 6 | 0.7 | 0 | 10 | -4 | 12 | 0.0 | -13
COc1ccc(N=C(N)SCc2ccccn2)cc1 | 96 | -1.1 | 2.3 | -2 | -0.3 | 7 | -7 | -1 | -6 | -1.3 | -2
COc1cc(CCC(=O)Nc2ccc(S(=O)(=O)NC3=NCCCCC3)cc2)cc(OC)c1OC | 106 | 0.1 | 4.0 | 22 | 1.5 | 2 | -13 | -4 | 2 | -0.4 | 8
NS(=O)(=O)c1ccc(NC(=O)Cc2c(F)cccc2Cl)cc1 | 104 | 0.7 | 4.5 | 15 | 3.6 | 11 | 18 | -2 | -5 | -2.2 | -6
CCCCC(=O)Nc1nc(C)c(-c2csc(Nc3cc(OC)ccc3OC)n2)s1 | 98 | -0.6 | 0.1 | -5 | 1.9 | 3 | 33 | -3 | -4 | -0.5 | 0
COc1ccc(CC(=O)Nc2cc(S(=O)(=O)N3CCCCC3)ccc2N2CCN(C)CC2)cc1 | 81 | 0.4 | 3.0 | 206 | 2.5 | 14 | 4 | 2 | -9 | -2.9 | -2
OCCCNc1nccc(-c2cc(Nc3cccc(Cl)c3)ncn2)n1 | 101 | -2.9 | 1.4 | -3 | 0.0 | 10 | 25 | 2 | -11 | -1.9 | 10
CCOC(=O)c1sc(NC(=O)C2CC(=O)N(c3ccc(OC)cc3)C2)nc1C (stereo unspecified) | 93 | -1.3 | 0.5 | 1 | 2.9 | 12 | -8 | 4 | 8 | -2.3 | -16
COC(=O)c1c(-c2cccc(OC)c2)csc1N | 107 | -0.3 | 1.7 | 19 | 0.5 | 9 | 6 | -3 | nt | -1.7 | -3
COCCCNc1nc2ccccc2[nH]c1=O | 102 | 4.8 | 0.3 | 0 | 5.6 | 10 | 11 | 4 | -57 | -2.2 | -3
C=Cc1ccc(COC(=O)c2cn(CC)c3nc(C)ccc3c2=O)cc1 | 99 | -1.0 | 1.0 | -15 | 1.8 | 8 | 11 | 2 | 11 | -1.7 | -3

Screening results as filed in PubChem BioAssay.
